Assay outcomes from PubChem BioAssay.
CHT block – inhibitors of human choline transporter CHT. B-score at 10 µM. 310,000 tested, 0.86% active. CHT-expressing cells, membrane potential dye, choline response; stronger effect = lower value. AID 488975. Q9GZV3;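 active = B-score over 3 SD under the library average, and starting fluorescence ratio not unusually high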;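 also: choline stimulus applied at its EC90 after an EC20 pre-addition; B-score computed on integrated fluorescence ratio after choline addition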
Target sequence (Q9GZV3 whole entry, looked up): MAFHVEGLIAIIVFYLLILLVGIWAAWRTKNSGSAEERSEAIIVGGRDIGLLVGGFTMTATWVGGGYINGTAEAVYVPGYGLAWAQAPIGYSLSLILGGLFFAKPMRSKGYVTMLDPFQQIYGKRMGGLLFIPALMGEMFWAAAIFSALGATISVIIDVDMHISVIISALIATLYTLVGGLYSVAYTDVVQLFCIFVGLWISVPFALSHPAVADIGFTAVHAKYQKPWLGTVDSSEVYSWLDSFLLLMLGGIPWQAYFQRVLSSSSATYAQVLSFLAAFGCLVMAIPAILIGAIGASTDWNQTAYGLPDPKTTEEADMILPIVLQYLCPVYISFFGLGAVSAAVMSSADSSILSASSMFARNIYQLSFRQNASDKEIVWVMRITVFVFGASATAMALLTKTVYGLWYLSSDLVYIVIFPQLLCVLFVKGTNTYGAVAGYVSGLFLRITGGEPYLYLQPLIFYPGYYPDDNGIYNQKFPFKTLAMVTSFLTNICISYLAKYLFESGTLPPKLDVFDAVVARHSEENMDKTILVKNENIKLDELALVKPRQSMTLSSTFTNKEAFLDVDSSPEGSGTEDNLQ
KCNQ2 block – KCNQ2 channel blockers in CHO-K1 cells – cell-based, FluxOR thallium flux, B-score, primary screen (AID 2156); O88943; 20 min; stronger effect = lower value; B-score at 10 µM; 310,000 tested, 1.1% active;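 active = fluorescence ratio B-score at most minus 3 library SDs, with starting brightness B-score within 2 library SDs, cut at about -5.5 in these data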
The depositor's hits bear a star; i = inactive; x = no result given.

molecule,CHT block,KCNQ2 block
CCOC(=O)c1cccc(NC(=O)CCOc2ccccc2)c1,i,i
COc1ccc(CCNC(=O)CCC(=O)Nc2ccc3nc(N4CCN(C)CC4)cc(C)c3c2)cc1OC,i,i
COc1ccc(NC(=O)COC(=O)c2ccc(Cl)c(S(N)(=O)=O)c2)c([N+](=O)[O-])c1,i,i
CCOC(=O)c1c(-c2ccc(OC)cc2)nc2nonc2c1N,i,i
CCOC(=O)N1CCN(Cc2nc3c(c(=O)[nH]c(=O)n3C)n2Cc2ccccc2C)CC1,i,i
COc1ccc(OC)c(NC(=O)c2cc3c(=O)n4ccccc4nc3n2C)c1,i,i
Cc1noc(C)c1C(=O)Nc1nc2ccc(S(C)(=O)=O)cc2s1,i,i
CC1=C(C(=O)OCC(C)C)C(c2ccccc2Cl)NC(=O)N1C (configuration not stated),i,i
Cn1c(-c2ccccc2)cccc1=O,i,i
COCCNC(=O)Nc1ccc2c(c1)N(C)C(=O)c1ccccc1S2,i,i
O=C(Cc1ccccc1[N+](=O)[O-])NC1CC2CCC1C2 (configuration not stated),i,i
COc1ccc(NC(=O)CSc2nnc(C3CCCCC3)n2N)cc1,i,i

Reformatted: results already given.
SMILES: CC1=C(C(=O)OCC(C)C)C(c2ccccc2Cl)NC(=O)N1C (configuration not stated)
- CHT block: i
- KCNQ2 block: i

SMILES: Cn1c(-c2ccccc2)cccc1=O
- CHT block: i
- KCNQ2 block: i

Carrying on:
molecule,CHT block,KCNQ2 block
O=C(Cc1ccccc1)NCC(=O)OCc1cccc([N+](=O)[O-])c1,i,i
COc1ccc(C(=O)NCCc2cn3ccc(C)cc3n2)cc1,i,i
CC(=O)c1ccc(NC(=O)C(C)N(C)CC(=O)Nc2cccc(F)c2)cc1 (configuration not stated),i,i
CCCCCCSc1ccc([C@@H]2[C@@H]3C(=O)N(CC)C(=O)[C@@H]3[C@]3(C(=O)OC)CCCCN23)cc1OC,i,x
CCNC(=O)c1ccc(N(C)S(=O)(=O)c2cccs2)cc1,i,i
Cc1ccc(C(=O)COc2cc(C)nc3nncn23)cc1,i,i
COc1cc(OC)c2c(-c3ccccc3)cc(=O)oc2c1C(CCN1CCN(c2ccccc2)CC1)c1ccc(N(C)C)cc1 (configuration not stated),i,i
CCOC(=O)c1cnc2ccc(Cl)cc2c1NCCN(C)C,i,i
CC(C)c1ccc(N(CC(=O)N/N=C/c2ccc(OC3CSC3)cc2)S(=O)(=O)c2ccccc2)cc1,i,i
O=C(O)Cn1nc(-c2ccc(F)cc2)oc1=O,i,i
Cc1nc2ccccc2n1C(=O)c1cc(-c2ccc(Br)cc2)nc2ccccc12,i,i
CN1CCN(C(c2ccc(F)cc2)c2nnnn2Cc2cccs2)CC1 (configuration not stated),i,i
CC(C)[C@H](NC(=O)c1ccccc1)C(=O)OCC(=O)Nc1ccc2c(c1)OCCO2,i,i
CC(C)COC(=O)n1c(SCC(=O)N(C)C)nc2ccccc21,i,i
Cc1ccc(-c2csc(N3CCN(c4cc5c(cc4Cl)nc(-c4ccncc4)n5CCOCCO)CC3)n2)cc1,i,i
CCOC(=O)C1C2C=CC3(CN(c4cccc(Cl)c4)C(=O)C13)O2 (configuration not stated),i,i
Cc1ccc(NC(=O)CSc2nc(=O)n(Cc3ccncc3)c3c2CCC3)c(C)c1,i,i
Cc1cc[n+](-c2nc([O-])sc2/C=N/Nc2ccc([N+](=O)[O-])cc2)cc1,i,i
O=C(/C=C/c1ccccc1)c1ccccc1,i,i
O=C(Cn1nc(C(F)(F)F)c2c1CCC2)NCc1ccc(F)cc1,-6.1*,i
Cc1ccc(NC(=O)C2CCN(C(=O)c3ccc(F)cc3)CC2)nc1,i,i
COc1ccc(OC)c(Nc2nc(N)nc(CSc3nnc(N)s3)n2)c1,i,i
NC(=O)c1nsc(C(=O)N(c2ccccc2)C(C(=O)NCC2CCCO2)c2ccc(F)cc2)c1N (configuration not stated),i,i
COc1ccc(OC(C)C(=O)Nc2ccccc2C(F)(F)F)cc1 (configuration not stated),i,i
O=C(c1cnc2sccn2c1=O)N(Cc1ccccc1)c1ccccn1,i,i
Cc1cccc(C)c1NC(=O)CN(C)C(=O)Cn1c(=O)cnc2ccccc21,i,i
CCOC(=O)N1CCN(C(=O)CN(C)S(=O)(=O)c2ccc(F)cc2)CC1,i,i
COc1ccc(C(=O)N2CCN(C(C)=O)CC2)cc1S(=O)(=O)NCc1ccc(Cl)cc1,i,i
Cc1ccc(NC(=O)C(C)OC(=O)c2ccc(Cl)nc2)cc1S(=O)(=O)N1CCOCC1 (configuration not stated),i,i
COc1ccc(CCNC(=O)c2cccn2C)cc1,i,i
CCCCN(c1ccccc1)S(=O)(=O)c1cccc2cccnc12,i,i
Cn1c(SCc2nnc(-c3ccc(F)cc3)o2)nnc1C1COc2ccccc2O1 (configuration not stated),i,i
COc1ccc(NC(=O)Nc2c(O)ccc3ccccc23)cc1,i,i
Cc1ccc(NC(=O)Cn2c(O)c(N=NC(N)=O)c3ccccc32)cc1,i,i
COc1cccc2c(=O)n(CC(=O)Nc3ccc(F)cc3)ccc12,i,i
COc1ccc(NC(=O)/C(=C\c2ccco2)NC(=O)c2ccco2)cc1,i,i
CCOCCCNC(=O)N[C@@H](Cc1ccccc1)C(=O)OC,i,i
COc1ccc(CNC(=O)CCS(=O)(=O)c2cccc3nonc23)cc1,i,x
COc1ccc(Nc2nc(N)nc(CN3CCOCC3)n2)cc1,i,i
Clc1ccc(CO/N=C2\CCCc3nonc32)c(Cl)c1,i,i
Cc1ccc(-c2csc(NC(=O)N3CCOCC3)n2)cc1,i,i
CCC(CC)C(=O)Nc1cccc(SC)c1,i,i
Cc1ccc(CN(Cc2ccccc2)C(=S)NCC(=O)NCc2cccnc2)o1,i,i
CCCCCCc1cc2cc(S(=O)(=O)c3ccc(Cl)cc3)c(=O)oc2cc1O,i,i
O=C(Cc1ccc(F)cc1)NCCc1ccccc1,i,i
COc1ccc2c(c1OC)C(=O)N1C2SC(C)(C)[C@H]1C(=O)NC(C)C (some centres not stated),i,i
CN1C(=O)NC(c2cccc(F)c2)C2=C1CC(C)(C)CC2=O (configuration not stated),i,i
O=C(NCCCN1CCN(CCCNC(=O)c2cccc([N+](=O)[O-])c2)CC1)c1cccc([N+](=O)[O-])c1,i,i
O=C1C2C(C(=O)N1c1ccccc1)N1CCCN1C2c1ccccc1 (configuration not stated),i,i
COc1ccc(Cn2c(-c3ccco3)nc3oc4cc(OC)ccc4c(=O)c3c2=O)cc1,i,i
CC(C)(C)NC(=O)NC(=O)CN1CCN(c2ccccc2O)CC1,i,i
COc1ccc2cc(C#N)c(NC(C)C)nc2c1,i,i
COCCC(=O)N1CCC(Oc2ccc(C(=O)N(C)CCCC3CCCC3)cc2)CC1,i,i
Cc1cccn2c(=O)c(/C=C(\C#N)C(N)=O)c(Oc3ccccc3)nc12,i,i
CNNC(=S)Nc1cccc(SC)c1,i,i
C/C(=C\c1ccccc1)C(=O)Nc1ccc(S(=O)(=O)Nc2ncccn2)cc1,i,i
CC(C)C(=O)Nc1nc2cc3c(cc2s1)OCO3,i,i
O=C(c1ccc(C(=O)N2CCOCC2)s1)N1CCOCC1,i,i
N#Cc1c(=O)c2nc(NCc3ccccc3)ncc2n2ccccc12,i,i
CC(C)CC(=O)OC1C(N2CCOCC2)c2c(ccc(/C=C/C(=O)N3CCOCC3)c2O)OC1(C)C (configuration not stated),i,i

Continuation:
molecule,CHT block,KCNQ2 block
COc1ccccc1C1c2[nH]c3ccccc3c2CCN1Cc1cnc(C)s1 (configuration not stated),x,i
O=CN1CCCN(Cc2nc(Cc3ccccc3F)no2)CC1,i,i
CC(C)(C)c1nc(N2CCN(C(=O)c3ccco3)CC2)c2nnn(Cc3ccccc3)c2n1,i,i
CCn1c(N)c(C(=O)NCc2ccc3c(c2)OCO3)sc1=S,i,i
Cn1c(=O)c2c(nc(NCC3CCCO3)n2C)n(C)c1=O (configuration not stated),i,i
O=C(Nc1cccc(Cl)c1)c1ccc(S(=O)(=O)NCC2CCCO2)cc1 (configuration not stated),i,i
Cc1ccc2c(c1)N(CC(=O)N1CCOCC1)C(=O)C(C)O2 (configuration not stated),i,i
CCC1CN(C(=O)N2CCC(C(=O)NCCc3ccc(OC)c(OC)c3)CC2)c2ccccc2O1 (configuration not stated),i,i
O=C(NCc1ccccc1)/C(=C\c1ccccc1)NC(=O)c1ccco1,i,i
COC(=O)Cn1ccc(-c2ccc(Cl)cc2)c(C#N)c1=O,i,i
CCN(C(=O)COC(=O)c1cc(OC)c(OC)cc1[N+](=O)[O-])C1CCS(=O)(=O)C1 (configuration not stated),i,i
O=C(NCc1ccc2c(c1)OCO2)c1ccc(CS(=O)(=O)Cc2cccc(Cl)c2)o1,i,i
O=C(NNS(=O)(=O)c1ccc(F)cc1)C1CCN(S(=O)(=O)c2ccccc2)CC1,i,i
O=C(CN1CCOCC1)N/N=C/c1ccc(-c2ccc(Br)cc2)o1,i,i
Cc1cccc(OCCn2ccnc2)c1,i,i
CC(C)(C)C(=O)Nc1cccc(-c2nnc(-c3cccc(NC(=O)C(C)(C)C)c3)o2)c1,i,i
Cc1cccc(S(=O)(=O)Nc2ccc(-n3c(C)nc4ccccc4c3=O)cc2)c1,i,i
CSCCC(NS(=O)(=O)c1ccc(Br)cc1)C(=O)OCC(=O)NC1CC1 (configuration not stated),i,i
Cn1[nH]c(=O)c2ccccc2c1=O,i,i
COCCCNS(=O)(=O)c1ccccc1,i,i
CCOC(=O)N1CCN(CCC(=O)Nc2ccc(OC)cc2OC)CC1,i,i
Cc1c(N=Cc2cccnc2)c(=O)n(-c2ccccc2)n1C,i,i
COC(=O)c1ccc(CSc2nnc(NC(=O)C3CC(=O)N(Cc4ccc(C)cc4)C3)s2)cc1 (configuration not stated),i,i
CN(CC1COc2ccccc2O1)C(=S)Nc1ccccc1 (configuration not stated),i,i
Cc1cccc(CN2CCN(CC(C)C)C(CCO)C2)n1 (configuration not stated),i,i
N/C(=N\OC(=O)c1cccc(Br)c1)c1ccccc1,i,i
COc1ccc(CNC(=O)CSc2nnc(C(F)(F)F)n2C)cc1,i,i
CCn1cc(CN2CCC(C(=O)Nc3ccc(Oc4ccccc4F)cc3)CC2)c(C)n1,i,i
Cc1ccc(N2C(=NC(=O)c3ccccc3)SC3CS(=O)(=O)CC32)cc1 (configuration not stated),i,i
CCOc1ccc(-n2c(C)cc(/C=N/Nc3nc(C)cc(=O)[nH]3)c2C)cc1,i,i
O=c1ccc(/C=C/c2ccccc2)nn1Cc1ccc(Cl)cc1Cl,i,i
Cc1ccccc1N1CCN(C2CCCN(C(=O)c3ccccn3)C2)CC1 (configuration not stated),i,i
CCc1ccc2n(-c3ccc(OC)cc3)c([S-])c(C(=O)Nc3cc(C)cc(C)c3)[n+]2c1,i,i
Cn1cc(/C=C(\NC(=O)c2ccccc2)C(=O)NCCCN2CCOCC2)c2ccccc21,i,i
Cc1cc(C)cc(NC(=O)CN2C(=O)COc3ccc(S(=O)(=O)N4CCCC4)cc32)c1,i,i
CCN(CC)c1ccc(/C=C(\C#N)C(=O)NCc2ccco2)cc1,i,x
CCOC(=O)CCC(NC(=O)c1ccccc1C(=O)NC(CCC(=O)OCC)C(=O)OCC)C(=O)OCC (configuration not stated),i,i
COCc1cc(=O)[nH]c(Sc2c(-c3ccccc3)c3ccc(Cl)cc3[nH]c2=O)n1,i,i
Cc1cccn2c(=O)c3cc(C#N)c(=NC(=O)c4cccs4)n(CCCOC(C)C)c3nc12,i,i
COc1cc(NC(=O)CCCNC(=O)c2ccc(Cl)cc2)cc(OC)c1,i,i
CCC(=NCCc1ccccc1)C1=C(O)CCC1=O,i,i
COC(=O)[C@@H](NC(=O)NCCC1=CCCCC1)C(C)C,i,i
CCc1nc2c(sc3nc4c(cc32)COC(C)(C)C4)c(=O)n1Cc1ccccc1,i,i
COc1ccccc1CNC(=O)Cc1ccccc1,i,i
O=S(=O)(c1cccc2nsnc12)N1CCN(c2ccc(F)cc2)CC1,i,i
O=C(N/N=C/c1cc(Br)ccc1O)c1cccc(N2CCCC2=O)c1,i,i
Cc1ccc(S(=O)(=O)NC2c3cccc4cccc(c34)C2Sc2nc(C)cc(C)n2)cc1 (configuration not stated),i,-6.4*
CN1CCN(c2ccccc2NC(=O)COc2ccc(C3CCCCC3)cc2)CC1,i,i
CCS(=O)(=O)N1CCC(C(=O)NC2CCCCCCC2)CC1,i,i
CCOC(=O)C(C)Sc1nnc(Cn2c(=O)sc3ccccc32)n1-c1ccccc1 (configuration not stated),i,i
Cc1ccc(N)cc1S(=O)(=O)N(C)C,i,i
O=C(/C=C/c1ccco1)NC(=S)Nc1ccccc1O,i,i
CC(=O)c1cccc(NC(=O)Cn2cnc(S(=O)(=O)N3CCCC3)c2)c1,i,i

In a second layout: 4 of the compounds above.
CCOC(=O)C(C)Sc1nnc(Cn2c(=O)sc3ccccc32)n1-c1ccccc1 (configuration not stated)
  CHT block: i | KCNQ2 block: i

Cc1ccc(N)cc1S(=O)(=O)N(C)C
  CHT block: i | KCNQ2 block: i

O=C(/C=C/c1ccco1)NC(=S)Nc1ccccc1O
  CHT block: i | KCNQ2 block: i

CC(=O)c1cccc(NC(=O)Cn2cnc(S(=O)(=O)N3CCCC3)c2)c1
  CHT block: i | KCNQ2 block: i
